IDH1 mut inh – inhibitors of human IDH1 R132H; O75874; IDH1 R132H reductase, diaphorase/resazurin fluorescence, 60 min; inhibition, % at 10 µM; 0.18% of 70,000 active; AID 624101; in the data active means inhibition above about 34%;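 further: 0% = DMSO and 100% = no enzyme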
EZH2 inh – inhibitors of human EZH2/PRC2 methyltransferase | PRC2 H3K27 methylation, DELFIA TRF, 1 h | inhibition, % at 12.5 µM | 0.35% of 57,000 active | AID 651548;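 active means mean inhibition of replicates at least 50% and every single replicate also reaching 50%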;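 further: dimethyl H3K27 on biotinylated H3 21-44 peptide detected by antibody; plate controls were median neutral control wells for no effect and median positive control wells for full effect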
Target sequence (Q15910 whole entry, looked up): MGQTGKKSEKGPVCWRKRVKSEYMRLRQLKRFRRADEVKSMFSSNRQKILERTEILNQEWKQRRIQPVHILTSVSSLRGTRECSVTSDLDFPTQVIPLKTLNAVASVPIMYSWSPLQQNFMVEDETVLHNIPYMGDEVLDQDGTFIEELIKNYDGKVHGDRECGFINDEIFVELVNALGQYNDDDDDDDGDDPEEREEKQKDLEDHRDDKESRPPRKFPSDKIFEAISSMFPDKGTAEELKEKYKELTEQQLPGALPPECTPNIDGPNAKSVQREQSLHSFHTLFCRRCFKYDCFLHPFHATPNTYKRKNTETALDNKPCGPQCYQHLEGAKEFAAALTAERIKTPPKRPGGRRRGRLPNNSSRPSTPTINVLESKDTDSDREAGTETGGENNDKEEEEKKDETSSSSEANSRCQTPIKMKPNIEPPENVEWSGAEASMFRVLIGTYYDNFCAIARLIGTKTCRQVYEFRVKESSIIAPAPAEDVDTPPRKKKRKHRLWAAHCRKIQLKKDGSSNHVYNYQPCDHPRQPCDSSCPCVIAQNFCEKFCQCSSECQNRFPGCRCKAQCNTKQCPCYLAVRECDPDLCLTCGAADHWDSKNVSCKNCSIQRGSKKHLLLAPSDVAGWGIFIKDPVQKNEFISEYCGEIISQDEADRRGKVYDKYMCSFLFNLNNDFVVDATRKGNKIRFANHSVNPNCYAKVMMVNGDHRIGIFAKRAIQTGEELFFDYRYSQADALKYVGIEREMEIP
Numbers without * were called inactive; · = not tested or not shown; & = joins results of further samples. Only part of the results is shown; rates above refer to the full screens.

SMILES	IDH1 mut inh	EZH2 inh
C[C@@H]1CN([C@@H](C)CO)C(=O)Cc2cc(NC(=O)CCN3CCOCC3)ccc2O[C@H]1CN(C)C(=O)Nc1ccc(C(F)(F)F)cc1	0.6	·
C[C@@H]1CCCCO[C@@H](CN(C)C(=O)Nc2ccc(C(F)(F)F)cc2)[C@H](C)CN([C@H](C)CO)C(=O)c2cc(N(C)C)ccc2O1	·	-16
C[C@H](CO)N1C[C@H](C)[C@@H](CN(C)Cc2ccc(Cl)c(Cl)c2)Oc2ccc(NC(=O)CCCN(C)C)cc2C1=O	0.7	2
O=C(Nc1cccs1)Nc1nnc(C2CC2)s1	0.0	16
COCC(=O)N(C)C[C@@H]1Oc2ncc(Br)cc2C(=O)N([C@@H](C)CO)C[C@H]1C	-3.2	19&6
COc1ccc(NC(=O)N(C)C[C@H]2Oc3ccc(N(C)C)cc3C(=O)N([C@H](C)CO)C[C@H]2C)cc1	·	-3
N[C@@H]1CC[C@@H](CCn2cc(-c3ccccn3)nn2)O[C@H]1CO	0.5	6
CCOC(=O)CC1C(=O)NCCN1C(=O)c1sc2ccccc2c1Cl (stereo not drawn)	0.3	-7
C[C@H]1CN([C@@H](C)CO)C(=O)c2cccc(NS(=O)(=O)c3ccc(Cl)cc3)c2O[C@H]1CN(C)CC1CCCCC1	·	-4
C[C@H]1CN([C@@H](C)CO)C(=O)c2cc(NS(=O)(=O)c3ccccc3)ccc2O[C@H]1CN(C)S(=O)(=O)c1cn(C)cn1	1.2	·
Cc1ccc(S(=O)(=O)N[C@H]2CC[C@H](CCn3cc(-c4cccnc4)nn3)O[C@@H]2CO)cc1	-0.8	8
CCn1c2ccccc2c2cc(/C=N/NC(=O)CCCCCC(=O)Nc3ccccc3O)ccc21	0.0	17
CCOC(=O)c1c(CSc2cccc3cccnc23)nc2c3ccccc3ccn12	-0.1	19
COc1ccc(S(=O)(=O)N(C)CC(=O)N2CCOCC2)cc1OC	0.2	6
COCC#Cc1cnc2c(c1)C(=O)N([C@H](C)CO)C[C@@H](C)[C@@H](CN(C)Cc1ccccc1F)O2	0.9	13
C[C@@H]1CN([C@H](C)CO)C(=O)Cc2cc(NS(=O)(=O)c3ccccc3)ccc2O[C@H]1CN(C)Cc1ccc(Cl)c(Cl)c1	-1.4	-3
COc1ccc(NC(=O)Nc2ccc3c(c2)C(=O)N([C@H](C)CO)C[C@@H](C)[C@H](CN(C)C(=O)Nc2c(C)noc2C)OCCCC[C@@H](C)O3)cc1	0.5	·
C[C@@H]1CN([C@@H](C)CO)C(=O)c2cc(NS(=O)(=O)c3cn(C)cn3)ccc2O[C@H]1CN(C)S(C)(=O)=O	0.0	·
C[C@@H]1CCCCO[C@@H](CN(C)Cc2ccncc2)[C@@H](C)CN([C@H](C)CO)C(=O)c2cc(NC(=O)Cc3ccccc3)ccc2O1	·	1
C=C[C@@]1(C)CCC2=C(C1)C(=O)CC1[C@](C)(C(=O)O)CCC[C@]21C (stereo partly drawn)	0.0	·
C[C@@H]1CN([C@H](C)CO)C(=O)c2cc(NC(=O)Nc3ccc4c(c3)OCO4)ccc2O[C@@H](C)CCCCO[C@H]1CN(C)Cc1ccc(C(F)(F)F)cc1	1.2	·
CC(C)C(C(=O)O)N1C(=O)/C(=C/c2ccc(Br)cc2)SC1=S (stereo not drawn)	5.7	·
O=C(CCCCC(=O)N/N=C/c1ccc(-c2ccccc2)cc1)NO	·	25
Cn1c(=O)[nH]c(=O)c2c1ncn2CC(=O)NCc1ccco1	0.4	-23
COCC(=O)N(C)C[C@@H]1Oc2ncc(C#Cc3ccc(OC)cc3)cc2C(=O)N([C@@H](C)CO)C[C@H]1C	-0.4	-7
SMILES	IDH1 mut inh	EZH2 inh
Cc1ccc(NC(=O)CSC2CC(=O)N(c3ccc(F)cc3)C2=O)cc1Cl (stereo not drawn)	-0.1	15
C[C@@H]1CN([C@@H](C)CO)C(=O)c2cccc(NS(=O)(=O)c3cccs3)c2O[C@@H]1CN(C)C	-0.9	·
C[C@H]1CN([C@@H](C)CO)S(=O)(=O)c2ccc(C#CC(C)(C)O)cc2O[C@@H]1CN(C)Cc1ccncc1	-0.2	-8
Cc1cc(C(=O)Nc2cccc3c2O[C@H](CN(C)Cc2ccc(C(=O)O)cc2)[C@H](C)CN([C@H](C)CO)C3=O)n(C)n1	4.4	·
C[C@H]1CN([C@@H](C)CO)C(=O)CCCn2cc(nn2)CO[C@@H]1CN(C)S(=O)(=O)c1ccccc1C#N	0.2	·
Cc1noc(C)c1NC(=O)N(C)C[C@@H]1Oc2c(NC(=O)NC3CCCCC3)cccc2C(=O)N([C@H](C)CO)C[C@@H]1C	2.1	·
O=C(C[C@@H]1C[C@H]2c3cc(NC(=O)C4CCOCC4)ccc3O[C@H]2[C@@H](CO)O1)NC1CCCCC1	0.1	10
Cc1ccccc1-c1ccc2c(c1)O[C@H](CN(C)CC1CC1)[C@H](C)CN([C@@H](C)CO)S2(=O)=O	-0.2	-29
CNC[C@@H]1OCCCC[C@@H](C)Oc2ccc(NC(=O)NC3CCCCC3)cc2C(=O)N([C@@H](C)CO)C[C@H]1C	·	-3
C[C@@H]1CN([C@H](C)CO)C(=O)Cc2cc(NC(=O)Cn3cnnn3)ccc2O[C@H]1CN(C)Cc1ccccc1	-0.3	-2
CCCc1cn(CC[C@H]2CC[C@H](NC(=O)Nc3ccccc3F)[C@@H](CO)O2)nn1	0.6	0
O=C(O)CC(C(=O)Nc1ccc(Cl)cc1)N1CCCCC1 (stereo not drawn)	-0.2	-3
CC(C)(C)c1ccc(-c2nnc(SCC(=O)Nc3ccccc3)n2-c2ccccc2)cc1	0.4	-8
Cc1ccc(-c2nc3cc(NC(=O)COc4ccccc4[N+](=O)[O-])ccc3o2)cc1	-0.2	21
C[C@@H]1CN([C@@H](C)CO)C(=O)CCCn2nncc2CO[C@@H]1CN(C)C(=O)CCC(F)(F)F	5.0	13
CS(=O)(=O)N1CCN(c2ccccc2NC(=O)c2ccco2)CC1	0.6	7
NC(=O)C1(N2CCCCC2)CCN(CC(=O)Nc2ccc(Oc3ccccc3)cc2)CC1	0.1	-1
CC(C)CC#Cc1ccc2c(c1)O[C@H](CN(C)C(=O)C1CCOCC1)[C@H](C)CN([C@H](C)CO)S2(=O)=O	-0.4	·
O=C(O)C[C@@H]1C=C[C@H](NC(=O)c2ccccc2F)[C@H](CO)O1	-0.2	0
O=C(Nc1ccccc1)N[C@@H]1CC[C@H](CCNS(=O)(=O)c2ccccc2F)O[C@@H]1CO	-0.4	28
O=C(CS(=O)c1ccccc1[N+](=O)[O-])Oc1ccc(Cl)cc1Cl (stereo not drawn)	-0.1	-1
C[C@H]1CN([C@@H](C)CO)C(=O)CCCn2cc(nn2)CO[C@@H]1CN(C)C(=O)c1ccc2ccn(C)c2c1	0.1	·
C[C@@H]1O[C@@H](O[C@H]2[C@H](OC(=O)[C@]34CCC(C)(C)C[C@H]3C3=CCC5[C@@]6(C)C[C@H](O)[C@H](O[C@@H]7O[C@H](C(=O)O)[C@@H](O)[C@H](O)[C@H]7O)[C@@](C)(CO)C6[C@H](O)C[C@@]5(C)[C@]3(C)C[C@H]4O)O[C@@H](CO)[C@@H]2O)[C@H](O)[C@H](O)[C@H]1O[C@@H]1OC[C@@H](O)[C@H](O[C@H]2OC[C@](O)(CO)[C@H]2O)[C@H]1O (stereo partly drawn)	-0.1	·
Cc1noc(C)c1NC(=O)N(C)C[C@@H]1Oc2ccc(NC(=O)Nc3ccc4c(c3)OCO4)cc2CC(=O)N([C@@H](C)CO)C[C@H]1C	-0.3	·
COc1cc(C)c(C(=O)Oc2cc(C)c(C(=O)Oc3cc(C)c(C(=O)NC(C)C(=O)O)c(O)c3)c(O[C@@H]3O[C@H](CO)[C@@H](O)[C@H](O)[C@H]3OC(C)=O)c2)c(OC)c1 (stereo partly drawn)	-0.8	8

Continued, starting with the last seven of the part before.
SMILES	IDH1 mut inh	EZH2 inh
O=C(O)C[C@@H]1C=C[C@H](NC(=O)c2ccccc2F)[C@H](CO)O1	-0.2	0
O=C(Nc1ccccc1)N[C@@H]1CC[C@H](CCNS(=O)(=O)c2ccccc2F)O[C@@H]1CO	-0.4	28
O=C(CS(=O)c1ccccc1[N+](=O)[O-])Oc1ccc(Cl)cc1Cl (stereo not drawn)	-0.1	-1
C[C@H]1CN([C@@H](C)CO)C(=O)CCCn2cc(nn2)CO[C@@H]1CN(C)C(=O)c1ccc2ccn(C)c2c1	0.1	·
C[C@@H]1O[C@@H](O[C@H]2[C@H](OC(=O)[C@]34CCC(C)(C)C[C@H]3C3=CCC5[C@@]6(C)C[C@H](O)[C@H](O[C@@H]7O[C@H](C(=O)O)[C@@H](O)[C@H](O)[C@H]7O)[C@@](C)(CO)C6[C@H](O)C[C@@]5(C)[C@]3(C)C[C@H]4O)O[C@@H](CO)[C@@H]2O)[C@H](O)[C@H](O)[C@H]1O[C@@H]1OC[C@@H](O)[C@H](O[C@H]2OC[C@](O)(CO)[C@H]2O)[C@H]1O (stereo partly drawn)	-0.1	·
Cc1noc(C)c1NC(=O)N(C)C[C@@H]1Oc2ccc(NC(=O)Nc3ccc4c(c3)OCO4)cc2CC(=O)N([C@@H](C)CO)C[C@H]1C	-0.3	·
COc1cc(C)c(C(=O)Oc2cc(C)c(C(=O)Oc3cc(C)c(C(=O)NC(C)C(=O)O)c(O)c3)c(O[C@@H]3O[C@H](CO)[C@@H](O)[C@H](O)[C@H]3OC(C)=O)c2)c(OC)c1 (stereo partly drawn)	-0.8	8
Cc1ccccc1-c1cnc2c(c1)C(=O)N([C@@H](C)CO)C[C@@H](C)[C@@H](CN(C)Cc1ccncc1)O2	0.5	·
COc1ccc(-c2coc3cc(O[C@@H]4O[C@H](CO)[C@@H](O)[C@H](O)[C@H]4O)cc(O)c3c2=O)cc1	0.1	-18
O=C(CSc1nc(O)cc(=O)[nH]1)Nc1ccccc1	-0.6	-35
Cc1ccc(S(=O)(=O)N(C)C[C@@H]2Oc3cc(Br)ccc3S(=O)(=O)N([C@H](C)CO)C[C@H]2C)cc1	-7.1	2
COc1ccc(N(CC(=O)Nc2ccc(I)cc2)S(C)(=O)=O)c(OC)c1	0.2	-21
C[C@@H]1CN([C@@H](C)CO)C(=O)Cc2cc(NC(=O)CCCCCC(=O)Nc3ccccc3N)ccc2O[C@H]1CN(C)C(=O)Nc1ccc2c(c1)OCO2	-3.5	·
CC(C)CC#Cc1ccc2c(c1)O[C@@H](CN(C)C(=O)c1ccccn1)[C@@H](C)CN([C@@H](C)CO)S2(=O)=O	-0.5	·
CCCC#Cc1ccc2c(c1)O[C@@H](CN(C)C(=O)c1ccncc1)[C@@H](C)CN([C@H](C)CO)S2(=O)=O	-4.5	4
CO[C@H]1CN(C)C(=O)c2cc(NC(=O)Nc3ccccc3F)ccc2OC[C@@H](C)N(C)C[C@@H]1C	-0.3	0
Cc1ccc(S(=O)(=O)NCC[C@@H]2CC[C@H](NC(=O)Nc3cccc(F)c3)[C@H](CO)O2)cc1	0.0	0
COCC(=O)N(C)C[C@@H]1Oc2cc(C3=CCCC3)ccc2S(=O)(=O)N([C@@H](C)CO)C[C@@H]1C	·	0
C[C@@H]1CN([C@H](C)CO)C(=O)c2ccccc2-c2ccccc2CO[C@@H]1CN(C)C(=O)Cc1ccccc1	-1.0	9
CNC[C@@H]1Oc2c(NC(=O)c3cnccn3)cccc2C(=O)N([C@H](C)CO)C[C@H]1C	3.2	5
C[C@H]1CN([C@@H](C)CO)C(=O)c2cccc(NC(=O)Nc3cccc4ccccc34)c2O[C@H]1CN(C)Cc1ccc(C(=O)O)cc1	-2.2	-2
CC(O)CCCc1cc(O)cc(O[C@@H]2O[C@H](CO)[C@@H](O)[C@H](O)[C@H]2O)c1 (stereo partly drawn)	-0.5	5
COc1ccccc1CNC(=O)C[C@@H]1C[C@H]2c3cc(NC(=O)Nc4ccc(C(F)(F)F)cc4)ccc3O[C@H]2[C@H](CO)O1	-0.1	-4
C[C@H](CO)N1C[C@H](C)[C@@H](CN(C)Cc2ccccc2)Oc2cc(C3=CCCCC3)ccc2S1(=O)=O	0.2	25
C[C@H](CO)N1C[C@H](C)[C@@H](CN(C)Cc2ccc(Cl)c(Cl)c2)Oc2ccc(NC(=O)Nc3ccc(F)cc3)cc2CC1=O	2.1	·
C[C@H]1CN([C@@H](C)CO)C(=O)Cc2cc(NC(=O)Cc3cn(C)c4ccccc34)ccc2O[C@@H]1CN(C)C(=O)Nc1ccccc1	-18	-8
C[C@H]1CN([C@@H](C)CO)C(=O)c2cc(NS(C)(=O)=O)ccc2O[C@@H]1CN(C)S(=O)(=O)c1cn(C)cn1	-0.2	·
Cc1ccc(-c2ccc3c(c2)O[C@H](CN(C)Cc2cccc(C(=O)O)c2)[C@@H](C)CN([C@@H](C)CO)S3(=O)=O)cc1	6.8	40
CO[C@H]1CN(C)C(=O)c2cc(NC(C)=O)ccc2OC[C@@H](C)N(C(=O)CC2CC2)C[C@H]1C	85*	11
C[C@@H]1CCCCO[C@@H](CN(C)S(=O)(=O)c2ccc(Cl)cc2)[C@H](C)CN([C@H](C)CO)C(=O)c2cc(NC(=O)c3ccccc3)ccc2O1	-0.5	·
C[C@H]1CN([C@@H](C)CO)C(=O)CCCn2cc(nn2)CO[C@@H]1CN(C)S(=O)(=O)c1ccc(F)cc1	-0.6	8
Cn1cnc(S(=O)(=O)N[C@H]2C=C[C@H](CC(=O)Nc3ccccc3)O[C@@H]2CO)c1	0.0	-2
C[C@@H]1CN([C@@H](C)CO)C(=O)c2cc(NS(=O)(=O)c3ccc(F)cc3)ccc2O[C@@H](C)CCCCO[C@@H]1CN(C)Cc1ccc2c(c1)OCO2	1.2	·
C[C@@H]1CN([C@@H](C)CO)C(=O)c2cc(NC(=O)CCC(F)(F)F)ccc2O[C@H]1CN(C)C(=O)Nc1ccc(C(F)(F)F)cc1	2.1	-5
C[C@H](CO)N1C[C@H](C)[C@@H](CN(C)C(=O)CN2CCOCC2)Oc2ncc(/C=C/c3ccccc3)cc2C1=O	-0.5	-11

Assay outcomes deposited in PubChem by Broad Institute.
